Screens: PubChem, National Center for Advancing Translational Sciences (NCATS)
D2 antag: antagonizes the human D2 dopamine receptor. HEK293 TREx D2 cells, calcium flux, dopamine EC80. inhibition, % at 10 µM. 340,000 compounds, 2% hits. P14416. AID 485344; in the data active means inhibition above about 30%; further: 0% is about no effect
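Calcium flux kinetic readout in an inducible HEK293 TREx D2 line plated overnight at 30 C. After 180 s compound exposure, an EC80 dopamine challenge follows with another 180 s kinetic read to detect antagonism.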
TRHR ag: agonists of human TRH receptor. P34981. TRHR cells, calcium flux fluo-8, FDSS agonist mode. activation, % at 2 µM. 360,000 compounds, 0.18% hits. AID 493084; in the data active means activation above about 30%; further: 0% is about no effect
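Fluo-8-loaded TRHR cells; 10 s baseline, compound added, kinetic Ca2+ fluorescence read 1/s, agonist mode.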
mIDH1 inhibitor: human IDH1 R132H inhibition | 390,000 compounds, 0.093% hits | O75874 | IDH1-R132H enzyme, NADPH consumption, diaphorase/resazurin fluorescence | Potency, µM (series often up to 76.6 µM), without a hit: at the highest dose activity change, negative = inhibition, most hits filed as inhibitors | AID 602179; further: potency means the concentration at half of the fitted maximal effect; on the % scale 0 is the no-effect control and ±100 the full control effect; nearly all actives have a fitted effect of over 65% in size
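IDH1-R132H (0.5 ug/mL) preincubated 30 min with compound, then NADPH (0.016 mM) and alpha-KG (2 mM) added; 80 min at RT, pH 7.5. Remaining NADPH coupled via diaphorase/resazurin to fluorescence (540/590 nm); concentration-response curves normalized to no-enzyme control.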
rTrxR1 inhibitor: rat TrxR1 inhibition. recombinant rTrxR1, NADPH fluorescence consumption, selenite substrate. 390,000 compounds, 1% hits. Potency, µM (top dose mostly 114 µM), without a hit: top-dose activity change, negative = inhibition, hits mostly inhibitors; further: potency means the concentration at half of the fitted maximal effect; on the % scale 0 is the no-effect control and ±100 the full control effect; nearly all actives have a fitted effect of over 65% in size
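Rat TrxR1 (90 nM in the dispensed reagent) was pre-reduced with 400 uM NADPH for 5 min at room temperature, then incubated with compound for 15 min. After 400 uM selenite was added, NADPH fluorescence (Ex 340/Em 450 nm) was followed for 8 min.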
PI4K2A inh: inhibitors of human PI4K2A; Q9BTU6; purified PI4K2A, ADP-Glo luminescence, 1 h; active compounds read low; activity change, negative = inhibition, % at 76.9 µM; 420,000 compounds, 0.13% hits; AID 1346378; in the data active means activity change below about -50%; inconclusive means mostly about -30% to -49%;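 further: -100% = wells without enzyme as full effect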
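ADP-Glo luminescence measured ADP generated by PI4K2A enzyme (4 ug/mL before mixing) with 1.2 mM PI substrate (pre-mix) and 300 microM ATP (pre-mix). Tris pH7.5 buffer with MgCl2, Triton X-100; 1 h reaction at ambient temperature.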
USP1-UAF1 inh: inhibitors of human USP1/UAF1 deubiquitinase; O94782; AID 743255; recombinant USP1/UAF1, Ub-Rhodamine cleavage fluorescence; 390,000 compounds, 0.23% hits; Potency, µM (titrated, usually from 57.1 µM), for the others: at the highest dose activity change, negative = inhibition, most hits filed as inhibitors; further: potency means the concentration at half of the fitted maximal effect; on the % scale 0 is the no-effect control and ±100 the full control effect; nearly all actives have a fitted effect of over 60% in size; inactives centre near -12
Target sequence (O94782 whole entry, looked up): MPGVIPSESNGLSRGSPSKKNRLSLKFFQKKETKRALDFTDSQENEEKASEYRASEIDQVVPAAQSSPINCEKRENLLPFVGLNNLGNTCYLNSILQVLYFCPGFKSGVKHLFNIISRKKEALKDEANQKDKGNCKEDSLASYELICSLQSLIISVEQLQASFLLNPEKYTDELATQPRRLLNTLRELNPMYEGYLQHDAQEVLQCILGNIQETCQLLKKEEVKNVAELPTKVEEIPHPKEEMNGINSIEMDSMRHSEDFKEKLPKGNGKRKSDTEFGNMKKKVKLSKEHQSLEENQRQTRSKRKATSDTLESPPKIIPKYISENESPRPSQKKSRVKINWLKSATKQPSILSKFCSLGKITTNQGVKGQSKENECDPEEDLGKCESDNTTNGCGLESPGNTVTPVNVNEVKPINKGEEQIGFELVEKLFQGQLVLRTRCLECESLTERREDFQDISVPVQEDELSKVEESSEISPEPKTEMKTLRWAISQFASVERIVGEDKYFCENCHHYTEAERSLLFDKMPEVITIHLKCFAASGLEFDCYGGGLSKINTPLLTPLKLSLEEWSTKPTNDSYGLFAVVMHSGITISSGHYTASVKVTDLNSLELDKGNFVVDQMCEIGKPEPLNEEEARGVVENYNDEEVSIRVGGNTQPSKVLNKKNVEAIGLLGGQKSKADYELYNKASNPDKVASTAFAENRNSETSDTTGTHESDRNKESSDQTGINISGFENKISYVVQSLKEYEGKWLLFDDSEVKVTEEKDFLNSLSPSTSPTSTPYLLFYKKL
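Step one: compound is pinned into 1nM USP1/UAF1 in HEPES pH 7.8 buffer with TCEP. Step two: 15 min room-temperature incubation. Step three: Ub-Rho (150nM final) starts cleavage, tracked by fluorescence over six one-minute reads.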
D2 agonist: activates the human D2 dopamine receptor. HEK293 T-REx D2 cells, calcium flux agonist mode. activation, % at 2 µM. 340,000 compounds, 0.53% hits;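 active means activation over 3 SD above normal in the single-dose calcium agonist read, cut at about 30% in these data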; further: 0% is about no effect
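Calcium-flux readout, 1 cycle/sec over 180 s following compound pin transfer, in inducible HEK293 Trex D2 cells (force-coupled); dopamine controls included. Positive calcium responses during this window marked compounds as potential agonists.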
TRHR enhancer: allosterically enhances the human TRH receptor. TRHR cells, fluo-8 calcium fluorescence, EC20 TRH enhancement. 360,000 compounds, 0.66% hits. enhancement, % at 2 µM. P34981; in the data active means enhancement above about 30%; further: 0% is about no effect
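TRHR-expressing cells loaded with fluo-8 calcium dye were read kinetically (ex 480/em 530) during compound addition, then stimulated with an EC20 of TRH (10 nM final). Enhancement of the Gq-mediated intracellular calcium response was scored.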
TrxR1 substrate: substrates of rat thioredoxin reductase 1. O89049. purified TrxR1 substrate turnover, NADPH consumption readout. Potency, µM (titrated, usually from 114 µM), for inactives: at the highest dose activity change, negative = substrate turnover. 390,000 compounds, 0.01% hits; further: potency means the concentration at half of the fitted maximal effect; on the % scale 0 is the no-effect control and ±100 the full control effect; nearly all actives have a fitted effect of over 50% in size
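Rat TrxR1, dispensed at 90 nM, was prereduced with 400 uM NADPH (final) for 5 min at ~22 deg C, then incubated with compound 15 min before 400 uM selenite. A first-read NADPH fluorescence drop versus no-compound background flagged substrates.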
Active calls of the source: *; ? = inconclusive; nt = not tested or not shown; & = joins results of further samples; [ ] = dose if it differs, or a comment. Unless noted, the call rests on the fitted dose curve; in most records, active means well fitted inhibition curve with a large enough effect; inconclusive means small, poorly fitted or top-dose-only effect; inactive means no such curve, though single readings can be large or run the other way.

SMILES	D2 antag	TRHR ag	mIDH1 inhibitor	rTrxR1 inhibitor	PI4K2A inh	USP1-UAF1 inh	D2 agonist	TRHR enhancer	TrxR1 substrate
Cc1cnc(C(=O)N2CCN(S(=O)(=O)c3ccc4ccccc4c3)CC2)cn1	-8	0.0	6%	2%	1	-10%	0.2	7	-3%
Cc1ccc(SCC(=O)NNC(=O)C2CCCCC2)cc1	-10	-0.2	2%	3%	-3	-13%	0.0	-1	-2%
CCc1nnc(NC(=O)CSc2nnc(-c3cccnc3)n2CCc2ccccc2)s1	-5	0.0	-2%	18%	-1	-8%	0.4	0	5%
CCOCC(=O)Nc1c(C)n(C)n(-c2ccccc2)c1=O	9	-0.1	nt	nt	nt	nt	-0.1	0	nt
CCN1CCN(Cc2ccc(NC(=O)c3ccc(C)c(NC(=O)C4=NN(c5ccccc5)C(=O)C4)c3)cc2C(F)(F)F)CC1	-25	-0.5	2%&14%	26%[57.1 µM]	-2&-1	-11%&19%	-2.6	8	10%[57.1 µM]
CN1CCCC1CCNc1ccc2sc3ccccc3c(=O)c2c1 (stereo unspecified)	nt	nt	3%	-7%	-2	-9%	nt	nt	5%[57.1 µM]
Cc1ccc(C(C)C)c(OCC(=O)N/N=C2\CC(=O)CC(C)(C)C2)c1	7	-0.4	-2%	-1%	-1	-2%	-1.1	-10	-2%
COC(=O)CSc1nnc(-c2cccc(NC(=O)c3ccc(C)cc3)c2)n1C	23	-1.7	3%	21%[57.1 µM]	-4	2%	1.1	2	12%[57.1 µM]
CC(CN1CCCC1)OC(=O)c1ccccc1Cl (stereo unspecified)	2	1.7	-1%	20%[57.1 µM]	3	-9%	-0.5	-2	-9%
O=C(Nc1ccc(SC(F)F)cc1)C1=COCCO1	7	1.8	7%	17%	-6	-4%	-0.6	5	8%
CC1(C)C(=O)N(CC(=O)Nc2ccc(Br)cc2F)c2ccccc21	nt	0.7	18%	28%[57.1 µM]	-2	?	0.5	2	7%[57.1 µM]
CN(CCOc1ccccc1)CCOc1ccccc1	37*	0.7	0%	20%	7	?	-1.0	1	4%
Cc1onc(-c2ccccc2)c1C(=O)Nc1ccc(OC(C)C)cc1	-3	0.0	4%	-2%	-6	-24%	-0.6	-5	-4%
O=C(Nc1ccccn1)C12CC3CC(CC(C3)C1)C2	7	-0.4	2%	25%	1	7%	-0.2	-25	8%[57.1 µM]
Cc1cccc(C2c3[nH]c4ccccc4c3CCN2C(=O)c2cn(C)c3ccccc3c2=O)n1 (stereo unspecified)	0	0.7	2%	-14%	-2	-16%	0.2	1	-14%
CCOCCCNC(=O)C(NC(=O)c1ccc(=O)[nH]c1)c1ccc(Cl)cc1 (stereo unspecified)	5	-0.8	6%	1%	-4	-13%	1.5	12	0%
O=C1C[C@H]2[C@H](CO)[C@@H](OC(=O)c3ccc(-c4ccccc4)cc3)C[C@H]2O1	-3	0.2	5%	0%	2	-13%	-0.4	11	-6%
Cc1nc2ccccc2n1CC(=O)NC1CCCC1	20	1.5	8%	10%[57.1 µM]	2	-14%	1.1	-3	9%[57.1 µM]
COc1ccc(CNC(=O)c2c(C)cc(=O)oc2C)cc1	6	0.6	-2%	15%[57.1 µM]	-2	-8%	1.0	1	-3%[57.1 µM]
O=S(=O)(NCCCCNS(=O)(=O)c1c(F)cccc1F)c1ccc2c(c1)OCCO2	-11	-0.2&0.0	nt	23%	-3	nt	0.1	2&-6	12%
CC(=O)N1CCN(CC(=O)Nc2cc([N+](=O)[O-])ccc2Cl)CC1	nt	0.5	-7%	18%[57.1 µM]	3	-16%	nt	10	4%[57.1 µM]
Cc1cc(C)c2oc(-c3cccc(NC(=O)c4ccc(-c5cccc([N+](=O)[O-])c5)o4)c3)nc2c1	nt	-0.9	-6%	31%	-4	-25%	0.6	3	8%
CC(=O)Nc1ccc(C(=O)COC(=O)c2nc3nc(C)cc(C)n3n2)cc1	-2	1.1	-3%	6%	-3	-22%	0.8	2	2%
CC(NCc1ccccc1)C1COc2ccccc2O1 (stereo unspecified)	29	0.0	2%	2%[57.1 µM]	0	-6%	38*	31*	4%[57.1 µM]
Cc1ccc(C)c(NC(=O)CSc2nncn3c2cc2sccc23)c1	nt	-0.4	-3%	8%	1	-20%	-0.1	-5	-5%
CCC(=O)N1c2ccccc2CC1C(=O)NCCc1ccc(Cl)cc1 (stereo unspecified)	nt	-0.5	21%	3%[57.1 µM]	-12	-28%	-4.4	-4	-4%[57.1 µM]
CCc1ccc(N/C(N)=N/c2nc(CSc3ncccn3)cc(=O)[nH]2)cc1	12	-0.7	-10%	-22%[57.1 µM]	-2	-6%	-0.1	1	-14%[57.1 µM]
CSc1nn(CC(=O)Nc2ccc(C)cc2C)c(N)c1S(=O)(=O)c1ccc(Cl)cc1	nt	0.4	-6%	0%	5	?	-1.1	13	-6%
NC(=O)Cn1c(=O)n(CCCC(=O)NC2CCN(Cc3ccccc3)CC2)c(=O)c2ccccc21	-17	0.6	5%	22%[57.1 µM]	-5	-19%	-0.6	-4	17%[57.1 µM]
O=C(NCC(=O)N1CC=C(c2ccccc2)CC1)c1ccccc1Br	-25	-0.4	0%	-5%	5	-6%	0.5	2	-2%
O=C1NC(CCO)C(=O)NC1CCO (stereo unspecified)	nt	nt	-3%	13%	13	-14%	nt	nt	3%
CCN(CC)CCNc1nc(-c2ccccc2)c2c(c1C#N)CC(C)(C)OC2	-4	0.5	5%	-3%	2	-1%	-0.1	5	3%
COc1ccccc1/C=N/NC(=O)c1ccc2c(c1)OCO2	22	0.0	3%	4%[57.1 µM]	1	-17%	0.4	-9	-3%[57.1 µM]
CCC(C)[C@H](NC(=O)NCCCOC(C)C)C(=O)OC (stereo partly specified)	-3	0.1	6%	23%[57.1 µM]	-4	-13%	-0.4	-4	8%[57.1 µM]
NC(=O)c1ccc[n+](CC(=O)c2ccc(F)cc2)c1	nt	0.3	0%	4%[57.1 µM]	0	-11%	nt	13	9%[57.1 µM]
C/C(N)=C(/C#N)C(=O)COC(=O)C1CCC(C(C)(C)C)CC1 (stereo unspecified)	1	0.5	7%	5%	-1	-19%	0.3	2	-13%

Limited to TRHR ag and TRHR enhancer, for 2 of the compounds above:
canonical_smiles	TRHR ag	TRHR enhancer
C/C(N)=C(/C#N)C(=O)COC(=O)C1CCC(C(C)(C)C)CC1 (stereo unspecified)	0.5	2
NC(=O)c1ccc[n+](CC(=O)c2ccc(F)cc2)c1	0.3	13

(list continues)
SMILES	D2 antag	TRHR ag	mIDH1 inhibitor	rTrxR1 inhibitor	PI4K2A inh	USP1-UAF1 inh	D2 agonist	TRHR enhancer	TrxR1 substrate
N#Cc1cc(-c2ccccc2)nc(N2CCNCC2)n1	nt	0.1	0%	8%	4	-6%	nt	-4	7%
CCc1ccc(NC(=O)c2ccccc2Br)cc1	-11	-0.3	9%	19%[57.1 µM]	3	1%	0.2	3	-2%
O=C(c1ccc2c(c1)C(=O)N(Cc1ccncc1)C2=O)N1CCN(S(=O)(=O)c2ccc(OC(F)(F)F)cc2)CC1	nt	nt	1%	-15%	5	9%	nt	nt	-9%
CCCCOC(=O)Nc1ccc(S(=O)(=O)Nc2nccs2)cc1	-7	0.8	3%	9%	4	-12%	0.4	6	7%
CSc1nc(C)cc(OCC(=O)n2nc(C)cc2C)n1	-6	0.1	11%	24%	0	1%	-0.3	3	6%
CCCCN1C(=O)N(CCc2ccc(F)cc2)S(=O)(=O)c2cc(C(F)(F)F)ccc21	nt	nt	-5%	25%	0	?	nt	nt	1%
O=C(CCS(=O)(=O)c1ccc(Cl)cc1)Nc1cccc(S(=O)(=O)N2CCCCCC2)c1	nt	nt	4%	4%	-4	-24%	nt	nt	-9%
Cn1c(=O)c2nc(-c3ccccc3)oc2c2ccccc21	8	0.0	7%	90%[activator]	0	-5%	-0.2	2	119%[activator]
CN(C)S(=O)(=O)c1ccc(N2CCCC2)c(C(=O)OCC(=O)NC2(C#N)CCCCC2)c1	-1	-0.2	11%	13%	-4	-13%	0.4	2	-2%
CCn1cc(C(=O)Nc2ccccc2C(=O)OC)c(=O)c2ccc(C)nc21	7	1.3	nt	nt	nt	nt	0.8	-2	nt
Cc1ccc(NC(=O)CSc2cccc3cccnc23)c(C)c1	-8	-0.5	8%	-26%	3	-15%	-0.5	-3	2%
CCOc1cc(-n2nc(C)c(C#N)c2N)nc(SC)n1	-40	-0.7	nt	nt	nt	nt	-1.1	6	nt
CC(C)(C)c1nn(-c2ccccc2)c2[nH]c(=O)c(CNCc3ccc4c(c3)OCO4)cc12	-2	0.2	-1%	21%	2	-16%	0.6	11	11%
COc1ccc(NC(=O)c2cccc(N3C(=O)C4CC=C(C)CC4C3=O)c2)c(OC)c1 (stereo unspecified)	-19	0.1	-17%	1%	5	-21%	-0.3	3	-6%
CCC(CC)NC(=O)CSc1nnc(-c2ccc(OC)cc2)n1C(C)C	-8	0.2	2%	3%	-1	-19%	-0.1	-6	4%
CCc1nnc(NC(=O)C(NS(=O)(=O)c2ccc3c(c2)OCCO3)C(C)C)s1 (stereo unspecified)	2	0.1	8%	15%	3	-19%	1.1	9	6%
O=C(Nc1ccc2c(c1)OCCO2)Nc1ccc2c(c1)OCO2	17	-0.4	4%	18%	-16	-26%	0.1	-5	1%
CCn1c(CC(=O)Nc2ccc(C)cc2)nnc1SCC(=O)NCc1ccccc1	19	-1.7	2%	11%	-6	-14%	0.8	-1	1%
COc1ccc(S(=O)(=O)Nc2ccccc2N2CCOCC2)cc1[N+](=O)[O-]	8	0.4	18%	-4%	5	-11%	3.8	2	-5%
CN(C)CCCN(C(=O)COc1ccc(Cl)cc1)c1nc2ccc(F)cc2s1	18	2.4	-14%	5%	-6	-3%	-0.1	-2	0%
